Assay outcomes: PubChem, The Scripps Research Institute Molecular Screening Center
CHRM4 antagonist: human M4 muscarinic receptor antagonists, primary screen, CHO cells, Fluo-8 calcium fluorescence. Muscarinic acetylcholine receptor M4 (Homo sapiens), P08173. CHO-hM4 cells, ACh EC80. inhibition, % at 3 µM. 360,000 compounds, 0.73% hits. AID 624125, 2012;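 active = inhibition above its plate's cutoff, the mean inhibition of sample wells plus 3 SD, cut at about 27% in these data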;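 note: 0% = acetylcholine EC80 with DMSO and 100% = DMSO without agonist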
Target sequence (P08173 whole entry, looked up): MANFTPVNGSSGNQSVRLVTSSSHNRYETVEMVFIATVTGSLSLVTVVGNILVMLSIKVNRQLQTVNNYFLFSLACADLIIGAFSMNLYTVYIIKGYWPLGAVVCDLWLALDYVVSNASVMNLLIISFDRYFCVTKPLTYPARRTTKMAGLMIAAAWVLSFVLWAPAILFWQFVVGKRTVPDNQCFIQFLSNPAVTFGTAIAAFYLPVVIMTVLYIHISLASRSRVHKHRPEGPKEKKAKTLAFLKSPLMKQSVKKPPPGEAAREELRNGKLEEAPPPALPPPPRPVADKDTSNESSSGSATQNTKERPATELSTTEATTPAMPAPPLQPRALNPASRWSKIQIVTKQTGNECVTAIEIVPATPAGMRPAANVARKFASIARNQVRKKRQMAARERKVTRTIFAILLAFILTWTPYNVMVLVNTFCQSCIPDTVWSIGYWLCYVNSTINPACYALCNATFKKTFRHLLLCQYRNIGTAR
CHRM1 PAM: human M1 muscarinic receptor positive allosteric modulators, primary screen, CHO-K1 cells, Fluo-8 calcium fluorescence, 1536-well; Muscarinic acetylcholine receptor M1 (Homo sapiens), P11229; CHO-K1 hM1, ACh EC20; 0% = ACh EC20, 100% = maximal ACh; activation, % at 3 µM; 360,000 compounds, 0.088% hits; AID 588819, 2011; in the data active = activation above about 19%, passing the limit was not always enough
CHRM5 antagonist: human M5 muscarinic receptor antagonists, primary screen, CHO cells, Fluo-8 calcium fluorescence; Muscarinic acetylcholine receptor M5 (Homo sapiens), P08912; CHO-hM5 cells, ACh EC80; inhibition, % at 3 µM; 360,000 compounds, 0.59% hits; AID 624040, 2012;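 active = inhibition above a per-plate cutoff, the mean of that plate's test compounds plus 3 SD, cut at about 27% in these data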;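 note: 0% = acetylcholine EC80 with DMSO and 100% = DMSO without agonist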
CHRM4 agonist: human M4 muscarinic receptor agonists, primary screen, CHO-K1 cells, Fluo-8 calcium fluorescence. activation, % at 3 µM. 360,000 compounds, 0.14% hits. AID 624127, 2012. Muscarinic acetylcholine receptor M4 (Homo sapiens), P08173. CHO-K1 hM4/Gqi5; vehicle 0%, full acetylcholine response 100%;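 active = activation above the run mean over all test wells plus 3 SD, cut at about 32% in these data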;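 note: peak over basal fluorescence ratio per well then scaled between controls; 0% = DMSO wells and 100% = acetylcholine at EC100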
M5 PAM: human M5 muscarinic receptor positive allosteric modulators, primary screen, CHO-K1 cells, Fluo-8 calcium fluorescence | activation, % at 3 µM | Muscarinic acetylcholine receptor M5 (Homo sapiens), P08912 | CHO-K1 hM5, ACh EC20 PAM; 0% = ACh EC20, 100% = ACh EC100 | 360,000 compounds, 0.3% hits;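 active = activation above the run cutoff, the mean activation of all test compounds plus 3 SD, cut at about 18% in these data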
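Replicates: One well per compound, no replicates | System: Human M5 receptor in CHO-K1 cells | Benchmarks: Low control EC20 acetylcholine (0%), high control EC100 acetylcholine (100%) | Probe or stimulus: Acetylcholine, EC20 level | Times: Fluo-8 loading 80 min at 37 °C plus 30 min room temperature | Signal: Intracellular calcium via Fluo-8 fluorescence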
M1 antag: human M1 muscarinic receptor antagonists, primary screen, CHO-K1 cells, Fluo-8 calcium fluorescence, 1536-well. Muscarinic acetylcholine receptor M1 (Homo sapiens), P11229. CHO-K1 hM1, ACh EC80 antagonist. inhibition, % at 3 µM. 360,000 compounds, 1.3% hits;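 active = percent inhibition above its own plate's cutoff, namely the mean of that plate's compound wells plus 3 SD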;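 note: peak over basal fluorescence ratio during 140 s after agonist addition; 0% = ACh EC80 plus DMSO and 100% = DMSO alone without agonist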
TAAR1 agonist: human TAAR1 agonists, primary screen, Fluo-8 calcium fluorescence, CHO RD-HGA16 cells; Trace amine-associated receptor 1 (Homo sapiens), Q96RJ0; vehicle wells 0%, saturating PEA agonist 100%; activation, % at 3 µM; 360,000 compounds, 0.99% hits;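 active = activation above the mean activation of all test compounds in the run plus 3 SD, cut at about 38% in these data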
Target sequence (Q96RJ0 whole entry, looked up): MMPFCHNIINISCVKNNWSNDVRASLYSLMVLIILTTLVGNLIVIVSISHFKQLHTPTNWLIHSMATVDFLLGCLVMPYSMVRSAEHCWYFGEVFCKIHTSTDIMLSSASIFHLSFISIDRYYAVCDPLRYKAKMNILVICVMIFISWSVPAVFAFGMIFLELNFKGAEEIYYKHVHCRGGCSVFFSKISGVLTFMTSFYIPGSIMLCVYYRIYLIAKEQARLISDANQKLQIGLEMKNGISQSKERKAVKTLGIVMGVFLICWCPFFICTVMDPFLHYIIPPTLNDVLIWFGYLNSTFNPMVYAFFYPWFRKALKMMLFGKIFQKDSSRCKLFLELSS
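Repeats: no replicates (n 1) | Material: CHO-derived RD-HGA16 cells with stable Gα16 and human TAAR1 | Technique: Kinetic Fluo-8 calcium fluorescence | Schedule: 17-24 h seeding, 75 min 37 °C dye, 30 min RT | Evaluation: % activation from peak over basal fluorescence ratio, DMSO-to-PEA scaled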
M5 ag: human M5 muscarinic receptor agonists, primary screen, CHO-K1 cells, Fluo-8 calcium fluorescence | Muscarinic acetylcholine receptor M5 (Homo sapiens), P08912 | 360,000 compounds, 0.19% hits | activation, % at 3 µM | CHO-K1 hM5 cells; 0% DMSO wells, 100% maximal acetylcholine response | AID 624037, 2012;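 active = activation above the run's mean over test compounds plus 3 SD, cut at about 23% in these data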;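 note: signal is peak over basal fluorescence ratio across the kinetic read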
M1 ag: human M1 muscarinic receptor agonists, primary screen, Fluo-8 calcium fluorescence, CHO-K1 cells, HTS; AID 588814, 2011; activation, % at 3 µM; CHO-K1 hM1, agonist mode; 0% DMSO, 100% acetylcholine EC100; 360,000 compounds, 0.33% hits;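 active = activation above the run's mean compound activation plus 3 SD, cut at about 16% in these data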;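 note: peak over basal fluorescence ratio within a 140 s kinetic read after compound addition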
* hit, by the source's call; nt = not tested or not shown. A portion of the library (hit frequency here may not be typical).

SMILES | CHRM4 antagonist | CHRM1 PAM | CHRM5 antagonist | CHRM4 agonist | M5 PAM | M1 antag | TAAR1 agonist | M5 ag | M1 ag
Cc1cc(C)n(-c2cccc(CN3CCC(CO)(Cc4ccccc4)CC3)c2)n1 | -6 | 1 | 6 | 8 | -3 | -12 | 3 | -12 | -7
CCc1ccccc1OCCCCN1CCCCC1 | 14 | -22 | 9 | 1 | -12 | 36* | 0 | -22 | -9
NC(=O)CC(NC(=O)Cc1ccc(Br)cc1)c1ccc(N2CCC(N3CCCC3)CC2)c([N+](=O)[O-])c1 (stereo unspecified) | -6 | 1 | -4 | 1 | 1 | 1 | 0 | -9 | -11
CC(C)(C)C(=O)Oc1cc(N)n(S(=O)(=O)c2ccccc2)n1 | -3 | 0 | 2 | 0 | 2 | -13 | 17 | -4 | -5
CCN(CC)C(=O)c1ccc(COc2ccc(Cl)c(C)c2)o1 | 21 | -10 | 31* | 12 | -23 | 32* | 3 | 2 | 4
O=C(COc1ccccc1)NCC(=O)N/N=C/c1ccc(Br)cc1 | -1 | 3 | 2 | 2 | -5 | -13 | 19 | -3 | -1
NC(=O)COC(=O)c1ccc(-c2ccc(O)cc2)cc1 | 2 | 8 | 13 | 2 | -2 | -8 | 8 | 9 | 3
Cc1cccc(NC(=S)N2CCC(c3nc4ccccc4s3)CC2)c1 | 1 | -11 | 7 | 7 | -4 | 7 | 7 | 1 | -5
CCCc1c(C(=O)Nc2ccc(N3CCOCC3)cc2)cnn1-c1ccccc1 | 3 | 16 | 1 | 2 | 8 | -21 | 5 | 4 | -1
CCCN1C2CCCC1CC(NC(=O)c1ccc(C(C)(C)C)cc1)C2 (stereo unspecified) | -3 | 1 | 4 | 1 | -1 | -13 | 4 | -16 | -9
O=C(/C=C/c1ccc(O)cc1)c1ccc(O)cc1O | 3 | -1 | -1 | 3 | 0 | -18 | 1 | 1 | -4
Cc1cccc2cn[nH]c12 | -14 | -4 | -16 | 1 | 11 | -4 | 2 | -2 | -5
COc1ccc(CNCCCn2cnc3c(OCc4ccccc4)ncnc32)cc1 | -15 | 7 | -4 | 3 | 1 | -11 | 3 | -1 | -7
CCc1cc2c(=O)c(-c3nc4ccccc4n3C)c(CCCC(=O)O)oc2cc1OC(=O)C(C)(C)C | 0 | 5 | 3 | 1 | -2 | -8 | 7 | -4 | -5
CC(C)(C)NC(=S)N/N=C/c1c(Cl)cccc1Cl | -7 | -8 | 0 | -1 | 0 | 8 | 22 | -2 | -6
Cn1nc(C(F)(F)F)c(C(=O)Nc2ccc(F)cc2F)c1Sc1ccc(C(F)(F)F)cc1 | -19 | -13 | 3 | -1 | -3 | 9 | nt | -1 | -9
CN(C1CCCCC1)S(=O)(=O)c1ccc(S(=O)(=O)N2CCCC2)cc1 | 13 | -24 | 13 | 2 | -10 | 32* | 11 | 0 | -3
Cc1nc(S(=O)(=O)Nc2ccc3c(c2)OCCO3)cn1C | 1 | 1 | 1 | 1 | 9 | -7 | 1 | 0 | -5
O=C(COC(=O)c1ccc(S(=O)(=O)NCc2ccco2)cc1)NCC1CCCCC1 | -5 | 4 | -9 | 4 | 5 | -5 | 6 | 1 | -4
O=C1c2oc3ccc(Cl)cc3c(=O)c2C(c2ccco2)N1CCN1CCOCC1 (stereo unspecified) | -3 | 13 | -4 | 1 | 3 | -9 | 1 | 1 | 0

Next section, overlapping the part above by three compounds.
SMILES | CHRM4 antagonist | CHRM1 PAM | CHRM5 antagonist | CHRM4 agonist | M5 PAM | M1 antag | TAAR1 agonist | M5 ag | M1 ag
Cc1nc(S(=O)(=O)Nc2ccc3c(c2)OCCO3)cn1C | 1 | 1 | 1 | 1 | 9 | -7 | 1 | 0 | -5
O=C(COC(=O)c1ccc(S(=O)(=O)NCc2ccco2)cc1)NCC1CCCCC1 | -5 | 4 | -9 | 4 | 5 | -5 | 6 | 1 | -4
O=C1c2oc3ccc(Cl)cc3c(=O)c2C(c2ccco2)N1CCN1CCOCC1 (stereo unspecified) | -3 | 13 | -4 | 1 | 3 | -9 | 1 | 1 | 0
COC(=O)C1C(=O)c2c(n[nH]c2C)CC1(C)C (stereo unspecified) | -4 | 8 | 4 | 0 | 3 | 1 | 19 | -3 | -4
CS(=O)(=O)N(CC(=O)N/N=C/c1ccco1)c1ccccc1Br | -11 | 3 | -1 | 3 | -1 | -5 | 1 | -4 | -4
Cc1ccccc1NC(=O)N1CCCN(c2ccc(C#N)cn2)CC1 | -1 | 12 | 1 | 1 | 2 | -15 | 2 | -2 | -5
CCCCN1CC(COCc2ccccc2)Oc2cccc(Oc3ccccc3)c2S1(=O)=O (stereo unspecified) | -14 | -5 | 0 | 1 | -6 | 5 | 1 | 1 | -1
N#Cc1ccccc1NC(=O)COC(=O)c1cccs1 | -3 | -8 | 14 | 0 | 9 | 11 | 4 | -1 | -1
O=C(NC(N1CCOCC1)C(Cl)(Cl)Cl)c1ccc(F)cc1 (stereo unspecified) | -3 | 6 | 0 | 0 | -6 | -2 | 0 | -4 | -8
Cc1ccc(S(=O)(=O)N2CCC(=O)N(CCOCc3ccc(Cl)cc3)CC2)cc1 | 2 | -9 | 10 | 9 | -5 | 14 | 13 | 3 | -2
NC(=O)CSc1nnc(-c2cccc(S(=O)(=O)N3CCOCC3)c2)o1 | 8 | 5 | 15 | 0 | -2 | -10 | 3 | 0 | -2
CSc1ccc(C(=O)C2CCCN(C(=O)c3cccnc3SC)C2)cc1 (stereo unspecified) | 6 | 0 | 9 | 10 | -8 | 9 | -3 | 2 | 2
CNC(=O)c1csc(-c2ccncc2)n1 | 4 | 7 | -6 | 1 | 3 | -2 | 0 | -1 | -2
COc1cc2c(c(OC)c1OC)-c1ccc(OC)c(=O)cc1[C@@H](N(C)CC#CCO)CC2 | -17 | 10 | -9 | 0 | 9 | -19 | 0 | -6 | -3
CC(=O)Nc1ccc(C(=O)NNC(=O)c2ccccc2-n2cccc2)cc1 | 0 | 6 | 6 | 1 | -9 | -9 | 5 | 2 | -2
Cc1ccc(N2C(=O)N(CC(=O)Nc3cc(Cl)ccc3C)C(=O)C2C)cc1 (stereo unspecified) | -10 | 7 | 0 | 7 | 0 | -3 | 15 | 17 | 14
C=CCS(=O)(=O)c1cccc2cccnc12 | -8 | 9 | -5 | 1 | 1 | -3 | 0 | 2 | -3
CS(=O)(=O)Nc1ccc(C(=O)NCCSCc2ccco2)cc1 | 8 | -2 | -1 | 0 | 0 | -1 | 2 | -2 | 0
Cc1ccccc1CN1C2=NCCN2c2ccccc21 | 3 | 1 | 7 | 1 | 11 | -18 | 2 | -9 | -7
CCCCOc1ccc(C(=O)Nc2ccc(SC(F)F)cc2)cc1OC | -4 | -10 | 3 | 3 | -11 | 11 | 10 | -4 | -8
CC(C)C[C@@H](CNCC(=O)[C@H](CC(C)C)NC(=O)c1[nH]cnc1C(=O)N[C@@H](C)CN)NC(=O)c1nc[nH]c1C(=O)N[C@@H](CC(=O)O)C(=O)O | -13 | 5 | -1 | 0 | 2 | -4 | 2 | 0 | -2
O=C(c1noc2c1CCCC2)N1CCN(c2ccccc2)CC1 | 2 | 8 | 7 | 1 | -2 | -9 | nt | 1 | -6
CCN(CC(=O)NCc1ccc(F)cc1)C(=O)CN1CCN(c2ccc(OC)cc2)CC1 | 6 | 3 | 8 | 2 | 1 | 0 | -1 | -2 | -4
CCN1CCN(CC(=O)c2cc(Cl)ccc2Cl)CC1 | 0 | 9 | -9 | 1 | 0 | -12 | 15 | -3 | -3
O=C(COC(=O)CCC(=O)c1ccc(Cl)cc1)NC1CC1 | -12 | 8 | 7 | 3 | -6 | -9 | 0 | 0 | -5
C/C(=N\OCC(=O)N/N=C/c1ccccc1)c1cccs1 | 2 | -6 | 1 | 3 | -5 | 12 | 22 | 1 | 1
CCOc1ccccc1NC(=O)COC(=O)C1CC(=O)N(c2c(C)cccc2C)C1 (stereo unspecified) | 1 | 9 | 1 | 3 | 1 | -14 | 8 | 0 | -1
O=C1NC2(CCCCCC2)Oc2ccccc21 | -1 | 7 | -7 | 0 | 6 | -3 | 12 | -2 | -7
N#Cc1ccc(Oc2ccc(S(=O)(=O)N3CCOCC3)cn2)cc1 | 3 | 4 | -2 | 2 | 2 | -8 | 0 | -1 | 0
COc1cccc(-c2cc(C(=O)NC3CCCCC3)no2)c1 | -4 | -2 | 8 | 1 | -5 | 2 | 3 | -2 | -2
O=C(Cc1ccccc1)N1CCN(C(=O)c2ccc([N+](=O)[O-])cc2)CC1 | 5 | 3 | 1 | 1 | -4 | -8 | 3 | -1 | -10
CCOc1cc(CO)ccc1OCC(=O)N1CCCCC1 | 3 | 3 | 8 | 0 | 1 | 2 | 8 | -1 | -3

Of the compounds above, four have an aryl thioether with sulfur outside any ring:
SMILES | CHRM4 antagonist | CHRM1 PAM | CHRM5 antagonist | CHRM4 agonist | M5 PAM | M1 antag | TAAR1 agonist | M5 ag | M1 ag
Cn1nc(C(F)(F)F)c(C(=O)Nc2ccc(F)cc2F)c1Sc1ccc(C(F)(F)F)cc1 | -19 | -13 | 3 | -1 | -3 | 9 | nt | -1 | -9
NC(=O)CSc1nnc(-c2cccc(S(=O)(=O)N3CCOCC3)c2)o1 | 8 | 5 | 15 | 0 | -2 | -10 | 3 | 0 | -2
CSc1ccc(C(=O)C2CCCN(C(=O)c3cccnc3SC)C2)cc1 (stereo unspecified) | 6 | 0 | 9 | 10 | -8 | 9 | -3 | 2 | 2
CCCCOc1ccc(C(=O)Nc2ccc(SC(F)F)cc2)cc1OC | -4 | -10 | 3 | 3 | -11 | 11 | 10 | -4 | -8
